# Bioassay records deposited in PubChem by several laboratories.
# INS promoter inh – TRM-6 insulin promoter activity inhibition. TRM-6 cells (human fetal islet line), insulin promoter-eGFP reporter, imaging; reporter expression induced with tamoxifen. inhibition, % at 2 µM. 130,000 compounds, 0.9% hits. AID 1273;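 active = inhibition above the mean plus 3 SD, with well images judged a real hit on visual review, cut at about 60% in these data, passing the limit was not always enough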
# SDO1 yeast rescue – compounds rescuing growth of sdo1-depleted yeast, bone marrow failure model; S. cerevisiae sdo1-depleted JHY4D growth rescue, OD600 30 h; active compounds read high; pdr5 snq2 efflux-pump mutant strain; z-score at 10 µM; 140,000 compounds, 0.21% hits;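 active = z-score above 3 at both the 24 hr and the 30 hr optical density reads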;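 also: z-score against mean and SD of all compound wells on the same plate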
# SDO1 yeast rescue Rescue 24 h – also measured in SDO1 yeast rescue; calls as there; z-score; S. cerevisiae sdo1-depleted JHY4D growth rescue, OD600; measured here: growth rescue at 24 h;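 0 is the plate mean of compound wells and units are plate SD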
# Numbers without * were called inactive; . = not tested or not shown; & = joins results of further samples; [ ] = remark or other dose. Only part of the results is shown; rates above refer to the full screens.
SMILES,INS promoter inh,SDO1 yeast rescue,SDO1 yeast rescue Rescue 24 h
O=C(CC12CC3CC(CC(C3)C1)C2)N/N=C/c1ccncc1,18,-0.4,-0.64
Cc1ccc(NC(=O)c2c(C)noc2C)cc1,.,0.45,-0.17
CCOC(=O)c1cnn(CC2CCCCC2)c1N,-11,1.3,1.1
S=C(NCCN1CCOCC1)Nc1ccc(Cl)c(Cl)c1,-65,.,.
O=C(NC1CCCCC1)N1CCCC(c2nc(-c3ccc(S(=O)(=O)N4CCCC4)cc3)no2)C1 (configuration not stated),.,-0.96,-0.64
CC(C)CNC(=O)CC(=O)N/N=C/c1ccc(Br)cc1,12,0.82[9.6 µM],0.65
Cc1ccc2c(c1)C(N1CCCC1=O)CC(c1ccco1)N2 (configuration not stated),67,-0.56,-0.25
CC(C)(C)c1ccc(/C=C/C(=O)O)s1,64,.,.
Cc1cc(C)cc(C(=O)NC2C(=O)N3C(C(=O)O)=C(CSc4nnc(C)s4)CSC23)c1 (configuration not stated),-18,.,.
CCC(=O)Nc1ncc2c(n1)CC(c1ccco1)CC2=O (configuration not stated),71,0.88,0.77
CCCc1nc(SCC(=O)N2CCN(c3ccccc3)CC2)c2c(=O)n(C)c(=O)n(C)c2n1,.,-0.74,-1.1
COc1ccc(-c2noc(N3CCC(C(=O)N4CCN(c5ccccn5)CC4)CC3)n2)cc1,0,-1.4,-0.71
CC(C)Oc1cccc(C(=O)NC(=S)N2CCN(c3ccc(C(F)(F)F)cc3[N+](=O)[O-])CC2)c1,.,-0.92,-0.62
CCOc1cccc(-c2cc(C(=O)N3N=C(C)CC3(O)C(F)F)c3ccccc3n2)c1 (configuration not stated),-6,.,.
Cc1ccc(Cl)cc1N1CCN(S(=O)(=O)c2ccc3c(c2)OCCO3)CC1,.,0.46,0.78
N#C/C(=C\c1ccc(OCc2ccc(C(=O)O)cc2)cc1)C(=O)N1CCOCC1,9,0.22,-0.38
COc1ccc2nc(Nc3sc4c(c3C(N)=O)CCCC4)sc2c1,.,-0.79,-0.27
CCCNS(=O)(=O)c1cccn1-c1ncc(C(F)(F)F)cc1Cl,23,-0.72,-0.53
Cc1c(C(=O)N2CCN(S(C)(=O)=O)CC2)oc2ccccc12,-12,0.37,-0.28
CCOC(=O)C(Cc1ccc(O)cc1)NC(=O)CNC(=O)C(CC(C)C)NC(=O)OC(C)(C)C (configuration not stated),-12,1.3,0.64
Cc1ccccc1C(=O)Nc1cccc(-c2nnc(SCC(=O)O)n2C)c1,19,-0.46,-0.49
COC(=O)c1ccc(CSc2nnnn2-c2ccccc2)o1,.,-0.06,-0.19
CC(=O)Nc1ccc2nc(-c3ccc(Br)o3)[nH]c2c1,21,0.9,0.44
CC1CN(c2ccc(C(=O)c3ccccc3C(=O)O)cc2[N+](=O)[O-])CC(C)O1 (configuration not stated),14,.,.
CC(C)CNC(=S)N1CCN(C(c2ccccc2)c2ccccc2)CC1,-41,-1.2,-0.35
CCOC(=O)N1CCC(n2c(=S)[nH]c3cc(OC)c(OC)cc3c2=O)CC1,-20,0.22,-0.36
O=C(CN1CCN(Cc2ccccc2)CC1)c1ccc(Br)cc1,30,0.6,-0.25
Cc1cccc(-c2nsc(SCC(=O)Nc3ccc4c(c3)OCO4)n2)c1,.,-0.81,-0.46
COc1cccc(N2CCN(C(=S)Nc3cccc(C)c3)CC2)c1,-53,-0.69,-0.46
O=C(Cc1cccs1)Nc1cccnc1,-27,-0.36,-0.69
COc1ccc(CNC(=O)[C@H](C)NC(=O)C2CCN(S(=O)(=O)c3ccc(C)cc3)CC2)cc1,40,-0.36,-1.1
O=C(CCN1CCOCC1)NCC1COc2ccccc2O1 (configuration not stated),-24,0.8,0.63
O=C(/C(Cl)=C/Nc1ccc(Br)cn1)C(F)(F)F,-17,.,.
CCCC(=O)Nc1c(C)nn(C(=O)CCC)c1C,14,0.58,-0.11
CCN(CC)S(=O)(=O)c1cc(C(=O)OCC(=O)c2ccc3c(c2)NC(=O)CO3)ccc1Cl,6,-0.43,0.31
CCOC(=O)CSc1cc(C)nc(NC(C)=O)n1,.,0.63,0.81
COC(=O)C1C(=O)C2=C(CC1C)NC(=O)CC2c1ccc(O)c(OC)c1 (configuration not stated),-21,1,0.7
Cc1cc2nc(SCCN3CCOCC3)[nH]c2cc1C,-174,0.17,-0.26
CN1CCCC(OC(=O)COc2ccccc2)C1 (configuration not stated),-18,1.6,2.6
Cc1ccccc1NC(=O)CSCCN1C(=O)c2ccccc2C1=O,-43,0.64,0.32
CCOC(=O)CSc1ccc2nnc(-c3cccs3)n2n1,.,-0.91,-1.5
CC1(C)C2CC=C(/C=N/NC(=O)c3ccccc3Br)C1C2 (configuration not stated),.,-0.48,-0.83
Cc1cccc(NC(=O)c2c(O)c3cccc4c3n(c2=O)CC4)c1,-8,.,.
COc1ccc(/C=N\NC(=O)COc2ccccc2)c(C(=O)O)c1OC,4,0.83,0.77
CCn1ncc(Cl)c1C(=O)NC(C)c1ccccc1 (configuration not stated),22,1.4,1.6
COc1ccc2nc(N/C(N)=N/C(=S)Nc3cccc(C)c3)nc(C)c2c1,.,-2.6,-2
Cc1ccc(C(OCC(O)CNC(C)c2ccccc2)c2ccccc2)cc1 (configuration not stated),-53,.,.
O=C(NC(NNc1ccc([N+](=O)[O-])cc1)(C(F)(F)F)C(F)(F)F)c1ccc(F)cc1,20,-0.14,-0.25
CC1C2=C(CCCC2=O)N(c2cccc3ccccc23)C2=C1C(=O)CCC2,-16,.,.
Cc1ccc(S(=O)(=O)NCC(=O)N(CC(=O)NCc2ccco2)Cc2cccs2)cc1,-49,2.9,0.81
CCCS(=O)(=O)N1CCC(C(=O)NCc2ccc(F)cc2)CC1,-72,0.74,-0.5
Cc1occc1C(=O)NCc1ccc2c(c1)OCO2,25,1.2,-0.18
Cc1ccc(CCNC(=O)C2CCCN(C(=O)c3cc4sccc4n3C)C2)cc1 (configuration not stated),-9,0.36,1.6
COc1cc2c(cc1OC)C(c1ccco1)CC(=O)N2 (configuration not stated),.,0.7,0.99
COc1ccc(N(Cc2cc(=O)[nH]c3ccccc23)C(=O)c2ccco2)cc1,33,0.23,0.11
Cc1cc(NC(=O)c2ccc(S(=O)(=O)N(C)C)cc2)no1,-8,-0.5,-0.31
Cc1nc2cc(C(=O)O)ccc2n1-c1ccccc1,.,-0.27,-0.66
CCOC(=O)c1sc(NC(=O)COC(=O)CNC(=O)C2CCCCC2)c(C(=O)OCC)c1C,4,-0.59,0.37
O=C(COC(=O)c1cc2ccccc2oc1=O)Nc1cccc(S(=O)(=O)N2CCCCCC2)c1,31,0.05,2.4
Cn1c(C(=O)NC2CCCC2)cc2c(=O)n(C)c3ccccc3c21,.,1.5,3.1
# More structures follow:
SMILES,INS promoter inh,SDO1 yeast rescue,SDO1 yeast rescue Rescue 24 h
O=C(O)CNC(=S)N(Cc1ccco1)Cc1ccccc1Cl,.,0.59,0.48
O=C(NCC1CCCO1)C1c2ccccc2C(=O)N1Cc1ccc2c(c1)OCO2 (configuration not stated),-18,2,1.2
CC(=O)c1c(C(C)=O)c(C)n(CCCCn2c(C)c(C(C)=O)c(C(C)=O)c2C)c1C,-150,.,.
Cc1ccc(S(=O)(=O)NC(N)=NCCc2ccccc2)cc1C,0,-0.32,-0.7
COc1ccc(CC(=O)Nc2cccc(-c3nnc(-c4ccccc4)o3)c2)cc1OC,-5,-1.3,-0.59
COCc1cccc(N2C(=O)CC(C3C=C(C)C4C(=O)N(c5cccc(COC)c5)C(=O)C4C3)C2=O)c1 (configuration not stated),-21,.,.
CC(=O)c1c(OC(=O)c2ccccc2Br)ccc2c(C)cc(=O)oc12,-23,0.7,-0.04
CCN(CC)c1ccc(NC(=O)Cn2nnc(-c3cccc(OC)c3OC)n2)c(C)c1,34,-0.78,-0.07
COc1ccc(N2C(=O)C(CC(=O)Nc3ccccc3)N(Cc3ccccn3)C2=S)cc1 (configuration not stated),-40,.,.
CC(C)CNC1=CC(=O)CC(c2ccco2)C1 (configuration not stated),.,0.22,0.52
O=c1oc2c(CN3CCOCC3)c(O)ccc2c2c1CCC2,.,0.5,-0.44
O=C(CN1CCN(Cc2ccc(F)cc2Cl)C1=O)NCCCN1CCOCC1,.,0.5,0.95
Cc1ccc(NC(=S)NC(NC(=O)N(C)C)C(Cl)(Cl)Cl)cc1 (configuration not stated),19,1.4,1.3
COCCn1c(SC(C(=O)Nc2cc(C)ccc2OC)c2ccccc2)nnc1-c1ccc(Cl)cc1 (configuration not stated),.,-0.82,-1.1
Cc1cc(N/N=C/c2ccccc2F)c2ccccc2n1,43,.,.
Cc1cc(N2CCN(C(c3ccccc3)c3ccc(Cl)cc3)CC2)n2ncnc2n1 (configuration not stated),5,-1.3,-1.2
O=C(CSc1nnc(-c2ccc(Br)cc2)o1)N1CCN(C(=O)c2ccco2)CC1,.,-0.28,-0.65
O=C(Nc1nc(-c2ccc(F)cc2)cs1)c1cccnc1,-18,.,.
O=S(=O)(NCCSc1ccccn1)c1ccc(Cl)cc1,-52,0.2,0.11
CCOC(=O)c1ccc(NC(=O)c2ccc(CO)c(C(=O)NC3CCN(C(=O)OCC)CC3)c2)cc1,.,0.22,0.02
Clc1ccccc1Cn1nc(-c2ccccc2)nc1-c1ccccc1,.,-0.31,-0.42
COc1ccc(NC(=O)C2CC(=O)N(C(C)C)C2)cc1 (configuration not stated),.,0.28,0.29
CCOc1ccccc1N1CCN(S(=O)(=O)c2ccc(Cl)s2)CC1,5,-0.75,-0.32
CCCCOCC1CN(c2ccccc2)C(=O)CS1 (configuration not stated),-39,-0.16,0.19
CCn1c(CNc2ccc(Cl)cc2)nnc1SCCN1CCCCC1,-325,0.36,0.41
COc1cccc(N(CC(=O)N2CCN(C)CC2)S(=O)(=O)c2ccc(C)cc2)c1,43,-0.48&-0.05,-1.2&-1.1
CCOc1ccccc1CNC(=O)C1CCN(C(=O)c2sccc2-n2cccc2)CC1,.,-0.53,-0.28
O=C(/C=C/c1cccs1)NC(=S)NNC(=O)Cc1cccs1,-369,-0.53,-0.2
O=C(O)c1ccccc1-c1nc2ccccc2c(=O)[nH]1,-15,-0.2,-0.56
COc1ccc([N+](=O)[O-])cc1/C=N/Nc1nc(N2CCCCC2)nc(N2CCCCC2)n1,-22,.,.
CC1CN(C(=O)C2CCCN2S(=O)(=O)c2ccc(Cl)cc2)CC(C)O1 (configuration not stated),21,-0.35,-1.3
Cc1ccc(S(=O)(=O)n2nc(-c3cccnc3)nc2N)cc1,.,0.26,-0.52
Cn1nnnc1SCCNC/C=C/c1ccccc1,9,1.7,1.4
Cc1cc(C2=NNC(=NC3CCCCC3)SC2)c(C)n1-c1c(C)n(C)n(-c2ccccc2)c1=O,-1,1.8,2
Cn1c(=O)[nH]c(=O)c2c1nc(CN1CCOCC1)n2CCc1ccccc1,-369,0.16,-0.3
C=CCNC(=O)c1onc(CSc2cccc3ccccc23)c1C(=O)O,24,1.7,2.9
CN(C)c1ccc(/C=N\S(=O)(=O)c2ccccc2)cc1,-39,1.1,1.9
O=C(CSc1ccc2ccccc2c1)NCc1cccs1,.,-0.52,-1.2
Cc1cc(C)c(C)c(S(=O)(=O)N2CCN(Cc3nc4ccccc4[nH]3)CC2)c1C,-5,-0.6,-0.28
Cn1c(=O)n(C)c2cc([N+](=O)[O-])c(N3CCN(S(=O)(=O)c4ccc5ccccc5c4)CC3)cc21,.,-1.3,-0.68
Cc1ccc2c(c1)C(c1ccccc1)N(C(=O)c1cc3ccccc3oc1=O)CC(=O)N2 (configuration not stated),-67,-0.47,0.1
Cc1sc(NC(=O)CSc2nnc(CCNC(=O)c3cccs3)n2C)nc1-c1ccccc1,17,0.82,0.28
Cc1ccc(C2CC(=O)C=C(Nc3ccc(Cl)cc3)C2)cc1 (configuration not stated),-15,-1.3,-1
CCOC(=O)c1nnn(-c2nonc2N)c1CS(=O)(=O)c1ccccc1,17,-0.15,-0.88

# In the list so far, twelve have a furan ring, fused or not:
SMILES,INS promoter inh,SDO1 yeast rescue,SDO1 yeast rescue Rescue 24 h
Cc1ccc2c(c1)C(N1CCCC1=O)CC(c1ccco1)N2 (configuration not stated),67,-0.56,-0.25
CCC(=O)Nc1ncc2c(n1)CC(c1ccco1)CC2=O (configuration not stated),71,0.88,0.77
Cc1c(C(=O)N2CCN(S(C)(=O)=O)CC2)oc2ccccc12,-12,0.37,-0.28
COC(=O)c1ccc(CSc2nnnn2-c2ccccc2)o1,.,-0.06,-0.19
CC(=O)Nc1ccc2nc(-c3ccc(Br)o3)[nH]c2c1,21,0.9,0.44
Cc1ccc(S(=O)(=O)NCC(=O)N(CC(=O)NCc2ccco2)Cc2cccs2)cc1,-49,2.9,0.81
Cc1occc1C(=O)NCc1ccc2c(c1)OCO2,25,1.2,-0.18
COc1cc2c(cc1OC)C(c1ccco1)CC(=O)N2 (configuration not stated),.,0.7,0.99
COc1ccc(N(Cc2cc(=O)[nH]c3ccccc23)C(=O)c2ccco2)cc1,33,0.23,0.11
O=C(O)CNC(=S)N(Cc1ccco1)Cc1ccccc1Cl,.,0.59,0.48
CC(C)CNC1=CC(=O)CC(c2ccco2)C1 (configuration not stated),.,0.22,0.52
O=C(CSc1nnc(-c2ccc(Br)cc2)o1)N1CCN(C(=O)c2ccco2)CC1,.,-0.28,-0.65
